Screens: PubChem BioAssay, Broad Institute
RAD54 inh – inhibitors of human RAD54 branch migration, primary screen, biochemical, fluorescence, single point | DNA repair and recombination protein RAD54-like (Homo sapiens), Q92698 | RAD54 Holliday junction branch migration, FAM/BHQ fluorescence | inhibition, % at 10.4 µM | 360,000 compounds, 0.14% hits;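 active means mean normalized replicate activity at least 40 and at least half of replicates scoring 40 or more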;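 further: 0% = median of neutral control wells and 100% = median of positive control wells; inhibitors cause a drop in the FAM fluorescence signal; in these data hits start at about 50%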
Target sequence (Q92698 whole entry, looked up): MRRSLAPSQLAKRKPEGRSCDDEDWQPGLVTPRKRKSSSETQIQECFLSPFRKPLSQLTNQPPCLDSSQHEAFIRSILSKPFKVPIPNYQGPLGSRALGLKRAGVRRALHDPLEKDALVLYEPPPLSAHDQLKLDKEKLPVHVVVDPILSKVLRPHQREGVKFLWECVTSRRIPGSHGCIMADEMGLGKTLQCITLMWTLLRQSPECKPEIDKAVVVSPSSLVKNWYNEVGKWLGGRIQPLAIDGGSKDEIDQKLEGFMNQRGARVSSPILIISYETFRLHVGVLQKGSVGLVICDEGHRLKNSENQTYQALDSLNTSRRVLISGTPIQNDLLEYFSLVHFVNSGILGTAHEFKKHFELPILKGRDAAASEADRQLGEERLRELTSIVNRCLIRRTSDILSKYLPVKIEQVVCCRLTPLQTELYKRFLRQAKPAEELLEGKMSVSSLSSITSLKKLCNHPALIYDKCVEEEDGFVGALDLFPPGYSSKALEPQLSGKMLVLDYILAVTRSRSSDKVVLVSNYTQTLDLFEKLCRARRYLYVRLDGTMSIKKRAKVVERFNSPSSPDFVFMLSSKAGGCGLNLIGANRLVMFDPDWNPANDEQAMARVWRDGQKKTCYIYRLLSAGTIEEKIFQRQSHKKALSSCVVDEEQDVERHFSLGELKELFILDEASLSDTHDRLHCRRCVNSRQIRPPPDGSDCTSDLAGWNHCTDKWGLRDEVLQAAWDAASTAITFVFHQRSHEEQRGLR
esBAF inh – Bmi1 luciferase reporter increase in mESCs, primary screen, esBAF inhibitor project, mouse ES cells, Bmi1 luciferase knock-in, single point; reporter increase, % at 12.5 µM; 24 h; 100% = twice the neutral-well signal; 350,000 compounds, 2% hits; in the data active means activation above about 40%;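 further: 0% = median of the plate's neutral control wells and 100% = double that signal; a rise in the Bmi1 reporter signal indicates esBAF inhibition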
Starred values were filed as active, the others as inactive. Only part of the results is shown (hit frequency here may not be typical).

SMILES | RAD54 inh | esBAF inh
CC(CNC(=O)c1cc(Cl)ccc1[N+](=O)[O-])NC(=O)c1cc(Cl)ccc1[N+](=O)[O-] (centres undefined) | 3 | 0
O=C(O)CSc1sc(=S)sc1SCC(=O)O | -6 | -5
COc1cc(C(=O)Nc2nnc(CC(=O)N3CCOCC3)s2)cc(OC)c1OC | 2 | -8
CCCS(=O)(=O)N1CCN(C(=O)c2ccc(-c3ccccc3)cc2)CC1 | -3 | 9
O=S(=O)(NCc1cccs1)c1cccc(S(=O)(=O)N2CCCCC2)c1 | 2 | -5
CCN1CCN(C(=S)c2ccc(Cl)c(Cl)c2)CC1 | -6 | 0
COc1cccc(NS(=O)(=O)c2ccc3[nH]cc(C(=O)NCCN4CCOCC4)c(=O)c3c2)c1 | -8 | 0
O=C(c1ccc2c(c1)OCO2)N1CCCC1 | -1 | 1
O=C1CSC(c2cn(-c3ccccc3)nc2-c2cc3ccccc3oc2=O)N1Cc1ccccc1 (centres undefined) | 6 | 9
CCCCCCCCOC(=O)CCc1c(C)[nH]c(=S)[nH]c1=O | -2 | 2
COc1cccc(C(=O)Nc2ncc3c(n2)CC(C)(C)CC3=O)c1 | 4 | 15
Cn1cc(C(=O)c2ccc(Cl)cc2Cl)cc1C(=O)N/N=C(\N)COc1ccccc1 | 5 | 1

SMILES | RAD54 inh | esBAF inh
CC(C)n1c(SCC(=O)N2CCCC2)nc2c1c(=O)n(C)c(=O)n2C | 6 | -6
CCC(=O)N/C(=N\OCc1ccc(F)cc1)c1nonc1NC(=O)CC | 0 | 4
CN1CCc2c(sc3c2C(=O)NC(c2ccc(-c4cccc(Cl)c4)o2)N3)C1 (centres undefined) | -14 | -7
CCCNC(=S)NCCN1CCCCC1 | 12 | -2
O=S(=O)(c1ccccc1)N1CCN(Cc2ccccc2C(F)(F)F)CC1 | 7 | -3
Cc1cc(C)n(-c2nc3c(c(=O)[nH]c(=O)n3C)n2CC(O)c2ccccc2)n1 (centres undefined) | -12 | -8
CCCS(=O)(=O)N1CCC(C(=O)N2CCN(C(=O)OCC)CC2)CC1 | -7 | -10
Cc1nc2cc(CO)ccc2n1C | 6 | -2
COc1ccc(C(c2nnnn2Cc2ccccc2)N2CCN(c3ccccc3)CC2)cc1 (centres undefined) | 2 | -1
Cc1occc1-c1nnc(SCC(=O)Nc2ccccc2)n1CCc1ccccc1 | 9 | -1
COc1ccc(/C=C2\N=C3CCCCCN3C2=O)cc1OC | -6 | -7
COc1ccc(CSc2nnnn2-c2ccccc2)cc1 | 6 | 5

SMILES | RAD54 inh | esBAF inh
CC12CCC(c3c(C(=O)Nc4nccs4)nn(-c4ccccc4)c31)C2(C)C (centres undefined) | -9 | -6
COc1ccc(N2CCN(C(=O)c3ccc(C(C)(C)C)cc3)CC2)cc1 | -4 | 1
CCCCOC(=O)C(C)Nc1n[nH]c(=O)[nH]c1=O (centres undefined) | -2 | -1
COc1cccc(C2Nc3cc(Cl)c(S(N)(=O)=O)cc3S(=O)(=O)N2)c1 (centres undefined) | 6 | -8
CCCCn1c(SCc2cccnc2)nc2c1c(=O)n(C)c(=O)n2C | 2 | 5
O=C1CCCc2c1cc(C(=O)NCc1ccco1)c(=O)n2-c1ccc(Cl)cc1 | -2 | -11
O=C(Nc1ccsc1C(=O)NC1CC1)c1ccccc1 | 7 | -4
O=C(CN(c1ccc(F)cc1)S(=O)(=O)c1ccc2c(c1)OCCO2)NCc1ccccc1 | 8 | -6
Cc1ccc2nc3c(cc2c1)c(NC(=O)c1ccccn1)nn3CC(C)C | -5 | -7
O=C(c1ccc(Oc2ccc(C(F)(F)F)cn2)cc1)N1CCN(c2ccccc2)CC1 | -1 | 13
COC(=O)c1ccc(COC(=O)CNC(=O)c2ccco2)cc1 | -9 | -3
COCOc1ccc(-c2oc3c(C/C=C(\C)CCC=C(C)C)ccc(O)c3c(=O)c2OCOC)c(OCOC)c1 | -3 | 1

SMILES | RAD54 inh | esBAF inh
CS(=O)(=O)N(CC(=O)NC1CCCCCC1)Cc1ccccc1 | -6 | -8
CCCOc1ccc(/C=C/C(=O)Nc2ccc([N+](=O)[O-])cc2C)cc1OC | 10 | -4
CCOC(=O)/C(C(N)=NCCO)=C(/O)c1ccccc1 | -3 | -8
O=C(Nc1nccs1)C1Cc2ccccc2CN1S(=O)(=O)c1ccc(F)cc1 (centres undefined) | 4 | 9
Cc1sc2ncn(CCC(=O)O)c(=O)c2c1C | 1 | 0
NC(=O)c1c(NC(=O)CN2CCCC2)sc2c1CCCC2 | 2 | 4
C=CCNC(=O)c1ccccc1NC(=O)c1ccc(Cl)c(S(=O)(=O)Nc2cc(C)ccc2C)c1 | 13 | 2
O=C(COc1cccc(C(F)(F)F)c1)NCCCN1CCCC1=O | -11 | -3
C=CCSc1nc2c(c(C3CC=CCC3)c1C#N)CCC2 (centres undefined) | 4 | -9
c1ccc(-c2nnc3sc(CN4CCc5ccccc54)cn23)cc1 | -3 | 16
CCOC(=O)c1ccc(NC(=O)C23CCC(C)(C(=O)O2)C3(C)C)cc1 (centres undefined) | 3 | 55*
CCOc1ccc2[nH]c(=O)c(C(c3nnnn3CC3CCCO3)N3CCc4ccccc4C3)cc2c1 (centres undefined) | -1 | 4

SMILES | RAD54 inh | esBAF inh
Cc1ccc(-c2noc(/C=C/c3ccccc3)n2)cc1 | 9 | 46*
Cc1ccc(S(=O)(=O)n2ccc(-c3ccc(OCc4c(F)cccc4Cl)cc3)n2)cc1 | 7 | -2
O=C(NCc1ccc2c(c1)OCO2)C1CC(c2cccc(Br)c2)=NO1 (centres undefined) | -3 | -12
COc1ccccc1N1CCN(c2nc(N)c(C#N)c(CC#N)c2C#N)CC1 | 2 | 17
CCOc1ccc(C(=O)NCCCN(CC)CC)cc1 | 0 | -9
CC(=O)NC1C(=O)Nc2c(C)cc(C)cc21 (centres undefined) | 0 | -9
CC1CN(C(=O)C(C)Sc2nc3ccccc3s2)CC(C)O1 (centres undefined) | -2 | 1
CN(C)c1ccc(CNC(=O)C2CCN(S(=O)(=O)c3ccc4c(c3)CCC(=O)N4)CC2)cc1 | 5 | -1
CCCCCc1c(C)nc(Nc2ccc(F)cc2)[nH]c1=O | -4 | 4
CCCCC(CCC(=O)Nc1ccc(C(=O)OCC)cc1)C(=O)O (centres undefined) | -4 | 1
CC(=O)C(Sc1nc(N2CCOCC2)nc(N2CCOCC2)n1)C(=O)Nc1ccccc1 (centres undefined) | 2 | 14
Cc1nc(N)sc1-c1csc(Nc2ccccc2)n1 | -11 | 34

As entered above.
For RAD54 inh, `O=C1CSC(c2cn(-c3ccccc3)nc2-c2cc3ccccc3oc2=O)N1Cc1ccccc1` (centres undefined) has the entry 6
For esBAF inh, `Cc1ccc(S(=O)(=O)n2ccc(-c3ccc(OCc4c(F)cccc4Cl)cc3)n2)cc1` has the entry -2

Going on with the list:
SMILES | RAD54 inh | esBAF inh
CCC(=O)Nc1ccc(C(=O)Nc2cccc(OC)c2)cc1 | 2 | 50*
CCOc1ccc(N2CC(C(=O)NCCCN3CCOCC3)CC2=O)cc1 (centres undefined) | 11 | -6
Cn1c(NC(=O)C2c3ccccc3Oc3ccccc32)cc(=O)n(C)c1=O | 3 | 0
COc1cccc(NC(=O)CSc2nc3c(c(-c4ccco4)c2C#N)CCCC3)c1 | -2 | -6
Cc1cc(NC(=O)c2c(F)c(F)c(F)c(F)c2F)no1 | 11 | -3
CN(Cc1ccccc1)C(=O)COc1cc(Cl)ccc1Cl | -2 | 8
Cn1c(SCc2nc(-c3ccccc3)no2)nnc1-c1cccs1 | 5 | 5
CC1(C)Cc2noc(N)c2C(C)(C)N1OC(=O)c1ccco1 | 4 | 9
CCOC(=O)c1nn(-c2ccccc2C)c2nc(-c3ccc(C)cc3)c(C#N)c(=O)n12 | 11 | -3
Cc1cc(=O)nc2c3ccccc3n(CC(=O)NCCCN3CCOCC3)n12 | 0 | -5
N#Cc1ccccc1NC(=O)CC1CCCCC1 | -2 | 14
COC(=O)c1ccc(NC(=O)C2CCN(S(C)(=O)=O)CC2)cc1 | 13 | -6

Five entries out of the list above, sorted by the value under esBAF inh, high to low:
| structure | esBAF inh |
| --- | --- |
| N#Cc1ccccc1NC(=O)CC1CCCCC1 | 14 |
| CC1(C)Cc2noc(N)c2C(C)(C)N1OC(=O)c1ccco1 | 9 |
| CCOC(=O)c1nn(-c2ccccc2C)c2nc(-c3ccc(C)cc3)c(C#N)c(=O)n12 | -3 |
| Cc1cc(=O)nc2c3ccccc3n(CC(=O)NCCCN3CCOCC3)n12 | -5 |
| COc1cccc(NC(=O)CSc2nc3c(c(-c4ccco4)c2C#N)CCCC3)c1 | -6 |

The list continues.
SMILES | RAD54 inh | esBAF inh
O=C(Cc1cc(=O)oc2cc(O)ccc12)NCC1CCC(C(=O)O)CC1 (centres undefined) | -1 | -2
COc1ccccc1CN(Cc1cc2cc(C)ccc2[nH]c1=O)Cc1nnnn1CC1CCCO1 (centres undefined) | -5 | -2
CCN(C(=O)CSc1nnc(Cn2nnc3ccccc32)o1)c1nc(C)cs1 | 6 | 12
CCN(CC)c1ccc(N)cc1 | -2 | -50
CC1SC(c2ccc(Cl)cc2)NC1=O (centres undefined) | 3 | -13
CCOC(=O)C1=C(C)NC2=C(C(=O)CC(C)(C)C2)C1c1ccc2c(c1)CCCN2C (centres undefined) | -5 | 4
Cn1cccc1/C=N/n1c(-c2ccc(C(C)(C)C)cc2)n[nH]c1=S | -6 | -5
O=C1[C@H]2[C@@H](C(=O)N1c1cc(Cl)cc(Cl)c1)[C@]1(C(=O)Nc3ccccc31)N1CCC[C@@H]21 | 6 | -8
Cc1cc(Oc2cnn(C(C)(C)C)c(=O)c2Cl)cc(C(C)C)c1 | 2 | 0
COc1ccc(OC)c(-c2cc(C(=O)NCc3cccs3)no2)c1 | 0 | 8
N#Cc1c(N2CCOCC2)nc(-c2ccco2)c2c1CCCC2 | -10 | -15
O=C(CSc1nnc(-c2ccncc2)o1)Nc1ccccc1Cl | 5 | 34

SMILES | RAD54 inh | esBAF inh
Oc1ccccc1-c1cc(-c2ccco2)[nH]n1 | -13 | 62*
CCc1ccc(C(C)NC(=O)c2ccc(F)cc2)cc1 (centres undefined) | 4 | 9
CCOC(=O)N1CCN(S(=O)(=O)N(C)C)CC1 | -10 | -4
OC(COCc1ccccc1)CN1CCN(c2ccccc2)CC1 (centres undefined) | -4 | -10
COC1CCN(Cc2c(C(=O)N3CCN(C4CCCCC4)CC3)nc3ccccn23)CC1 | 7 | -3
CCCCSc1cc(C)nc2ncnn12 | -10 | -9
C=C(C)Cn1c(CCCNC(=O)C(C)(C)C)nc2ccccc21 | -4 | 2
CC(Sc1nnc2ccccn12)C(=O)Nc1ccc(Cl)cn1 (centres undefined) | 2 | -4
COc1cccc(OC)c1C(=O)Nc1ccc(NC(=O)c2ccco2)cc1 | 4 | 0
CN(O)/C=C1\C(=O)Nc2ccccc21 | 7 | -3
CCCCC1C(C#N)=C(C)NC2=C1C(=O)CC(C)(C)C2 (centres undefined) | 2 | 0
Clc1cccc(NCc2nnc(SCc3ccc(Cl)cc3Cl)o2)c1 | -6 | 0

SMILES | RAD54 inh | esBAF inh
CC1CCCCN1S(=O)(=O)c1ccc(C(=O)Nc2nnc(-c3ccccc3Cl)o2)cc1 (centres undefined) | 0 | -3
CC(C)c1ccc(-c2c(C#N)c(N)nc(SCC(=O)N3CCCCC3)c2C#N)cc1 | -11 | 2
CC1=C(C(=O)OCC(C)C)C(c2cc3c(cc2Br)OCO3)NC(=O)N1C (centres undefined) | -1 | 0
Cc1nn(Cc2ccccc2)c2c1C(c1ccc(Cl)cc1)C(C#N)=C(N)O2 (centres undefined) | 11 | 0
O=C(CSc1ccccc1Cl)c1ccco1 | -3 | 6
O=C(c1ccco1)N1CCC(n2nnc3ccccc32)CC1 | 6 | -1
C#CC(CC)(CC)NC(=S)Nc1cccc(C(C)=O)c1 | 7 | -2
COc1ccc2occ(C(=O)c3cccs3)c2c1 | 7 | 40
CCC(C)NCC(=O)Nc1sc2c(c1C(N)=O)CCC2 (centres undefined) | -13 | 16
Cc1cc(C(C)(C)C)ccc1OCCn1ccnc1 | 5 | -2
COc1ccc(NC(=O)CC(=O)Nc2ccc(OC)cc2OC)c(OC)c1 | 0 | -1
CSCCC(NC(N)=O)C(=O)NCc1ccc(Cl)cc1 (centres undefined) | -3 | -1

3 consecutive compounds already listed, for reference:
SMILES | RAD54 inh | esBAF inh
CN(Cc1ccccc1)C(=O)COc1cc(Cl)ccc1Cl | -2 | 8
Cn1c(SCc2nc(-c3ccccc3)no2)nnc1-c1cccs1 | 5 | 5
CC1(C)Cc2noc(N)c2C(C)(C)N1OC(=O)c1ccco1 | 4 | 9

The list goes on.
SMILES | RAD54 inh | esBAF inh
O=C(CN1C(=O)CC(c2ccccc2)=Nc2ccccc21)NCc1ccccc1 | 9 | -2
O=C(O)CC1CCCC(c2ccccc2)C1=O (centres undefined) | 6 | 4
Cc1cc2cc(C)c3nnc(SCC(=O)NCc4ccc5c(c4)OCO5)n3c2cc1C | 2 | 5
CCn1c(SCC(=O)N2CCCc3ccccc32)nnc1-c1c[nH]c2ccccc12 | 11 | 10
CCS(=O)(=O)n1nc(-c2ccc(OC)cc2)nc1SC | -20 | 56*
CCOC(=O)C(NC(=O)c1ccccc1OCC)(Nc1ncccn1)C(F)(F)F (centres undefined) | -11 | 3
O=C(Cn1c(N2CCN(c3ccccc3)CC2)nc2ccccc21)c1ccccc1 | 4 | 6
COc1ccccc1NC(=O)CSc1nnc(CC(=O)Nc2ccccc2)n1C | 7 | 1
Cc1cccc2cc3c(NC(=O)CC(C)C)nn(C)c3nc12 | -2 | 1
O/C(=C\Sc1nnc(Cc2ccccc2)o1)c1ccc(F)cc1 | 0 | -6
O=C(C1COc2ccccc2O1)N1CCCC1 (centres undefined) | -3 | 0
